Bioassay records from PubChem.
TDP1 block – blocks human tyrosyl-DNA phosphodiesterase 1; Q9NUW8; recombinant TDP1, AlphaScreen DNA substrate cleavage; Potency, µM (titrated, usually from 130 µM), for inactives: at the highest dose activity change, negative = inhibition, usual class: inhibitors; actives 0.28% (n = 350,000); note: nearly all actives have a fitted effect of over 40% in size
Target sequence (Q9NUW8 whole entry, looked up): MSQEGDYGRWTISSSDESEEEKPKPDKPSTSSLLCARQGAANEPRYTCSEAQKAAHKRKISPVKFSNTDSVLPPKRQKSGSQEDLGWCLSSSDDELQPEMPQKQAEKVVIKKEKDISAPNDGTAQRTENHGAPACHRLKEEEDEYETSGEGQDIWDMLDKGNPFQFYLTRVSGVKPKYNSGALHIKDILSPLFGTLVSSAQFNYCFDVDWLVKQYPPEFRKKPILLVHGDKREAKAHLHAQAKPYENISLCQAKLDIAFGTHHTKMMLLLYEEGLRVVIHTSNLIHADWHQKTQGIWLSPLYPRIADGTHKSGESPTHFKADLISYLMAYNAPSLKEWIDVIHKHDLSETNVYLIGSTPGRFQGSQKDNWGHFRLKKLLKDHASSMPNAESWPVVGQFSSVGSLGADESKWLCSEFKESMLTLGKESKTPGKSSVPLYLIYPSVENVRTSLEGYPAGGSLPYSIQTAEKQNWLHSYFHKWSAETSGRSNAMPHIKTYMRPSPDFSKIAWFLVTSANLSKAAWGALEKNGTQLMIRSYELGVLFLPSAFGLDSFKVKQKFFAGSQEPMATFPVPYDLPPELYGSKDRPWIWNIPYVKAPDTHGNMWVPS
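E. coli-derived human Tdp1, 1 nM final. Cpd preinc 15 min RT; substrate 15 nM final, 5 min RT; AS bead mix 10 ug/ml final, 10 min RT. Signal loss = tyrosine-FITC cleavage. No-enzyme wells = max signal.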
FEN1 inhibitor – human FEN1 inhibition | Recombinant FEN1 flap cleavage, fluorescence, 15 min | Potency, µM (highest dose often 114 µM), for inactives: at the top dose activity change, negative = inhibition, usual class: inhibitors | AID 588795 | actives 0.35% (n = 390,000); note: nearly all actives have a fitted effect of over 65% in size
Target sequence (P39748 whole entry, looked up): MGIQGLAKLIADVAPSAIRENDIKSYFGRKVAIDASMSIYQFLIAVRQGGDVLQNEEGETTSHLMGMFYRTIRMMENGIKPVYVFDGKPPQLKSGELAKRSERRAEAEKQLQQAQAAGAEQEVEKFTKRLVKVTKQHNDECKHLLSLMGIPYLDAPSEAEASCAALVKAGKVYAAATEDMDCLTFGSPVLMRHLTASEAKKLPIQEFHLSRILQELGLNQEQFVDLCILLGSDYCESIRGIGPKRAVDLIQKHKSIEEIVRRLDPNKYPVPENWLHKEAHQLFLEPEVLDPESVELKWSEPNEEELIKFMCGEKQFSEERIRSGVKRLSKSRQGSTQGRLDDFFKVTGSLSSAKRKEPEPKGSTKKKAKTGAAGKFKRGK
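FEN1 at 10 nM, compound pretreatment for 15 min (room temperature), 50 nM final substrate to initiate; endpoint reads at 0 and 15 min; DMSO-only plates used as vehicle background.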
N370S GC mod – inhibitors or activators of N370S glucocerebrosidase for Gaucher disease; P04062; N370S GC spleen homogenate, 4MU-glucoside fluorescence; Potency, µM (series often up to 59.4 µM), for inactives: at the highest dose activity change, negative = inhibition, actives largely listed as inhibitors; actives 0.092% (n = 330,000); AID 2101;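 note: 0% = full enzyme activity and -100% = no enzyme basal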
The depositor's hits bear a star; ? = inconclusive; nt = not tested or not shown; & = joins results of further samples; [ ] = dose if it differs, or a comment. Calls come from the whole dose curve; as a rule, active = well fitted curve in the direction sought with a large enough effect; inconclusive = small, poorly fitted or top-dose-only effect, or another doubt; inactive = no such curve, though single readings can be large; an effect the other way counts as inactive or inconclusive. Unless noted, % is set by controls: 0 for no effect and ±100 for the full control effect; potency is the fitted concentration of half-maximal effect.

Sequence of screens – N370S GC mod | FEN1 inhibitor | TDP1 block
c1ccc(Oc2nc(NC3CCCCC3)c3[nH]cnc3n2)cc1
 : -3% | nt | 3%
Fc1ccc2cc(CCO[C@H]3CCCCO3)ncc2c1
 : nt | 5% | 0%
CC(=O)c1ccc(N2CCN(C(=O)c3ccc(-c4ccccc4)cc3)CC2)cc1
 : -3% | 4% | -3%
COc1ccc(Nc2nc(N)c3ccccc3n2)c(OC)c1
 : -8% | -23% | nt
NS(=O)(=O)c1ccc(CCNC(=O)CSc2cccs2)cc1
 : 8% | 22% | 6%
CC1Cc2ccccc2N1C(=S)NC(=O)c1ccco1 (stereo not drawn)
 : -14% | 0% | 8%
O=C(COc1cccc2ccccc12)NCc1cccnc1
 : -4% | -3% | 3%
N#CC1=C(N)N(c2ccccc2)C(c2ccco2)C1(C#N)C#N (stereo not drawn)
 : 15% | -12% | 9%
CC1CCc2c(sc(NC(=O)C3CCCO3)c2C#N)C1 (stereo not drawn)
 : 20% | 0% | 3%
CC[C@]12c3[nH]c4ccc(OC)cc4c3CCN1C(=O)C(CC(=O)NCC13CC4CC(CC(C4)C1)C3)C[C@@H]2C(=O)N1CCN(C(=O)C2CC2)CC1 (stereo partly drawn)
 : nt | -3% | 5%[56.1 µM]
OCCN1CCN(c2cc(-c3ccccc3)c3ccccc3n2)CC1
 : -27% | -3% | -3%
COc1cc2ccnc(Cc3cccc(OC)c3OC)c2cc1OC
 : 20% | -3% | 0%
CN(Cc1ccco1)C(=O)Cn1cc(S(=O)(=O)N2CCCC2)c(S(=O)(=O)N2CCCC2)c1
 : -2% | -18% | 0%
COc1ccccc1NC(=O)c1ccc2c(c1)N(CC#N)C(=O)C(C)(C)O2
 : 5% | 18% | 5%
Cc1c2cnn(CC(=O)Nc3c(F)c(F)cc(F)c3F)c(=O)c2c(C)n1Cc1ccc(F)cc1
 : -4% | nt | -9%
O=C(CCCC(=O)N(CC(=O)NC1CCCCC1)Cc1ccco1)Nc1ccccn1
 : 3% | -1% | 6%
CCn1c2ccccc2c2cc(NC(=O)c3cc(OC)cc(OC)c3)ccc21
 : 13% | 4% | 2%
O=C(CSc1nc(=O)[nH]c2c1CCC2)NCc1ccccc1
 : nt | -6% | 0%
COc1cccc(-c2cc(C(F)(F)F)nc(-n3cc(Cl)cn3)n2)c1
 : 9% | -13% | -2%
Cc1cccc(NC(=O)CSCC(=O)Nc2cc(S(=O)(=O)N3CCOCC3)ccc2N2CCCC2)c1
 : -3% | 3% | 4%
CC(=O)NC(NC(=S)Nc1ccc(C)cc1C)C(Cl)(Cl)Cl (stereo not drawn)
 : 5% | -4% | 3%
O=C(CN1C(=O)NC2(CCCC2)C1=O)Nc1ccccc1N1CCCCC1
 : 4% | 6% | 1%
O=C(COC(=O)c1ccco1)c1ccc2ccccc2c1
 : 3% | -3% | 5%
Cc1ccc2c(=O)[nH]c(Nc3nc(C)cc(-c4ccccc4)n3)nc2c1
 : 13% | 17% | -3%
COc1ccc2c(c1)CC/C(=C/c1ccccn1)C2=O
 : 9% | -12% | nt
O=C(Nc1ccccc1-c1nnc(SCc2ccc(Cl)cc2Cl)o1)c1ccccc1
 : -18% | -2% | 0%
Cc1ccc(S(=O)(=O)NC(c2ccccc2)C(C)C(=O)n2nc(C)cc2C)cc1 (stereo not drawn)
 : -2%[12.8 µM] | -10% | -1%
CCOc1ccccc1NC(=O)COC(=O)C12CC3CC(CC(O)(C3)C1)C2
 : 3% | -2% | -6%
O=C(Cc1ccc(Cl)cc1)Nc1ccc2nn(-c3ccccc3)nc2c1
 : nt | -3% | 5%[12.3 µM]
CC1CCCN(C(=O)C2CCN(CCCc3ccccc3)CC2)C1 (stereo not drawn)
 : 1% | -2% | 7%
O=C(Nc1nc(-c2ccncc2)cs1)c1ccco1
 : -11% | 3% | 6%
CC1CCCCC1NS(=O)(=O)CCNC(=O)c1ccc2c(c1)OCO2 (stereo not drawn)
 : -29% | 0% | 0%
O=C(CSc1ccc2nnc(CCNC(=O)c3ccc(F)cc3)n2n1)NCC1CCCO1 (stereo not drawn)
 : -4% | 6% | 2%
Cc1c(-c2nc(-c3ccccc3)no2)nnn1-c1ccc(F)c(Cl)c1
 : nt | 2% | -3%
NC(=O)c1nn(-c2ccccc2)c(=O)cc1O
 : -19% | 3% | 1%
COc1ccc(OC)c(NC(=O)CC2SC(=Nc3ccc(F)cc3)N(CCC3=CCCCC3)C2=O)c1 (stereo not drawn)
 : 8% | -13% | 1%
O=C(CCCCCNC(=S)Nc1ccccc1)C[N+](=O)[O-]
 : -4% | 17% | -1%
C=C(C)[C@@H]1CC=C(CN2CCN(Cc3ccccc3)CC2)CC1
 : ? | -17% | nt
c1ccc(-n2ncc3c(NCc4ccco4)ncnc32)cc1
 : 18% | -6% | -13%
Cc1cccc2c(=O)cc(C)n(CC(=O)N3CCOCC3)c12
 : 5% | -9% | 0%
COc1ccc(NC(=O)c2cc3cc(C)ccc3n2C)cc1
 : nt | -3% | 2%
CC1(C)Cc2ccccc2C2=C(C(=O)N3CCCCCC3)C(=O)C(=O)N21
 : -14% | 1% | -2%
Cc1ccc(N2CCN(C(=O)c3c(C)oc4ncn(CC(C)C)c(=O)c34)CC2)c(C)c1
 : nt | -6% | 4%
O=C(CN1C(=O)C2CC=CCC2C1=O)Nc1ccc(Br)cc1 (stereo not drawn)
 : -21% | -5% | 1%
COc1cc(-c2nnc(SCC(=O)Nc3ccc(C(=O)O)cc3)o2)cc(OC)c1OC
 : nt | -10% | 0%
Cc1cc(Nc2ccccc2)n(-c2ccc(C(=O)O)cc2)n1
 : -15% | 2% | -4%
CC1=NN(c2ccc(C(=O)O)cc2)C(=O)CC1
 : -10% | 1% | 3%
COc1cc(CNC(=O)OCC(C)C)cc(OC)c1OC
 : -3% | -4% | -1%
COc1ccc2nc(NC(=O)c3cccnc3SC)sc2c1
 : 21% | -5% | -3%
Cc1nc2c(C(=O)NCCc3ccc(Cl)cc3)c[nH]n2c(=O)c1Cc1ccc(Cl)cc1
 : nt | ? | 13%
COc1ccc(S(=O)(=O)Nc2ccc(-n3cnnn3)cc2)cc1[N+](=O)[O-]
 : nt | 1% | -5%
CC(C)(O)C#Cc1ccc(C(=O)N2CCCC(CCC(=O)NCc3ccccc3F)C2)cc1 (stereo not drawn)
 : 0% | -12% | 0%
O=C(CCN1c2ccccc2Sc2ccccc21)OCc1nnc(-c2ccccc2)o1
 : 9% | 3% | 0%
Cc1ccc(-n2c(=O)c3c(c4cc(C)ccc4n3C)n(CC(=O)NCc3ccccc3)c2=O)cc1
 : nt | 6% | 4%
Cc1sc2ncnc(Nc3ccc(O)cc3)c2c1C
 : 11µM* | 1% | 5%
COc1ccc(CNc2oc(-c3ccc(COc4ccccc4C)o3)nc2C#N)cc1
 : nt | -17% | 7%
COc1ccc(NC(=O)C2CCCN(c3ncnc4onc(C)c34)C2)cc1OC (stereo not drawn)
 : nt | 11% | 6%
COc1ccc(C)cc1S(=O)(=O)N1CCCC(N2CCOCC2)C1 (stereo not drawn)
 : -3% | 6% | 2%
COc1ccc(C(=O)Nc2cc(S(=O)(=O)N3CCCCC3)ccc2OC)cc1
 : nt | 4% | 1%
O=C(N=NC(=O)c1ccc2c(O)n(C3CCCCC3)c(O)c2c1)c1cccnc1
 : -12% | 3% | 2%

New compounds follow:
Sequence of screens – N370S GC mod | FEN1 inhibitor | TDP1 block
O=[N+]([O-])c1ccccc1S(=O)(=O)Nc1cccc2cccnc12
 : -5%&2% | -4%&-4%&-3% | 7%&5%&21%
O=C1c2cccnc2-c2ncccc21
 : -10% | -11% | 5%
Nc1nc(-c2ccc(Cl)cc2)cc(C(F)(F)F)n1
 : 0% | 0% | 1%
O=C1COc2ccc(C(=O)CSc3nnc(Cc4cccs4)n3-c3ccccc3)cc2N1
 : 3% | -13% | 2%
CCCCN1C(=O)c2ccc(C(=O)NC3=NCCS3)cc2C1=O
 : 6% | -5% | 4%
COc1cc(OC)nc(/N=C/NO)n1
 : 4% | -6% | -3%
COc1cccc(CNc2cnc3ccccc3c2)c1O
 : 14% | -1% | 0%
CCOc1ccc(NS(=O)(=O)c2ccc(C(=O)NNC(=O)c3ccccc3O)cc2)cc1
 : ? | -3% | 4%
O=C(CSc1nnnn1-c1ccccc1)NC(=O)NCc1ccco1
 : 22% | -7% | -2%
CCOC(=O)c1c(NC(=O)CC2SC(N)=NC2=O)sc2c1CCCC2 (stereo not drawn)
 : 4% | -6% | 4%
CCN(CC(=O)Nc1ccc(NC(C)=O)cc1)C(=O)c1ccc2c(c1)OCO2
 : nt | 16% | 1%
CC(C)(C)Nc1nc(Cl)nc(NC2CCCCC2)n1
 : 2% | 3% | 3%
Nc1ccc(Cl)c(NC(=O)c2cccs2)c1
 : 8% | 10% | 9%
c1cnc(N2CCN(Cc3ccc4c(c3)OCO4)CC2)cn1
 : 6% | 5% | -3%
COc1ccc(/C=C/C(=O)OCC(=O)Nc2cc(C(F)(F)F)ccc2Cl)cc1
 : -6% | -4% | 3%
CC1CCCN(CCCNC(=O)c2ccc3c(c2)N(Cc2ccc(Cl)cc2)C(=O)c2ccccc2S3(=O)=O)C1 (stereo not drawn)
 : nt | 1% | 3%
CCOc1ccc(OCc2ccc(C(=O)N3CCOCC3)cc2)cc1
 : 0% | -4% | -5%
COc1ccccc1S(=O)(=O)c1ccccc1[N+](=O)[O-]
 : 8% | 0% | 0%
Cc1cc(O)c(C(c2ccccc2)N2CCCCC2)c(=O)n1Cc1ccco1 (stereo not drawn)
 : nt | -3% | 0%
O=C(Cn1cc(S(=O)(=O)Cc2ccccc2F)c2ccccc21)NCc1ccccc1
 : nt | -8% | 4%
Cc1ccc(C)c(S(=O)(=O)N2CCCC2CNC(=O)C(=O)NCCN2CCOCC2)c1 (stereo not drawn)
 : -7% | 8% | 2%
O=C(COc1ccccc1Cl)NC(=S)Nc1cccc(NC(=O)c2ccccc2Cl)c1
 : 13% | 7% | 3%
Cc1ccc(C)n1-c1nnc(N2CCC(C(=O)Nc3ccccc3Br)CC2)s1
 : nt | 10% | 0%
OCCN(Cc1ccccc1)c1ncnc2sccc12
 : -3% | -10% | -11%
CN1CN(C)C(c2ccncc2)=C1c1ccncc1
 : -4% | 0% | -4%
O=C(NCc1ccncc1)C(=O)NCC1OCCN1S(=O)(=O)c1ccc(Br)cc1 (stereo not drawn)
 : -8% | -4% | 4%
COc1cc(C(=O)NC(=S)Nc2ccc([N+](=O)[O-])cc2C)cc(OC)c1OC
 : 23% | -2% | 0%
COc1ccc(S(=O)(=O)Cc2ccc(C(=O)NC3CCC(C)CC3)o2)cc1 (stereo not drawn)
 : -10% | 16% | 6%
S=C(NC1CCCCC1)NC1CC2CCC(C1)N2Cc1ccccc1 (stereo not drawn)
 : -10% | 3% | 4%
COc1ccc(-n2c3c(cc(-c4nc(-c5ccc(Cl)cc5)cs4)c2=O)C(=O)CC(C)(C)C3)cc1
 : nt | -4% | -5%

Entries of single compounds, quoted from the list. Screens in order: N370S GC mod | FEN1 inhibitor | TDP1 block
OCCN(Cc1ccccc1)c1ncnc2sccc12 is listed as -3% | -10% | -11%
COc1ccccc1S(=O)(=O)c1ccccc1[N+](=O)[O-] is listed as 8% | 0% | 0%
Cc1ccc(C)c(S(=O)(=O)N2CCCC2CNC(=O)C(=O)NCCN2CCOCC2)c1 (stereo not drawn) is listed as -7% | 8% | 2%

Additional entries follow.
Sequence of screens – N370S GC mod | FEN1 inhibitor | TDP1 block
CC(C)(C)c1nc2sc3c(c2c(=O)o1)CCCC3
 : 3% | -3% | 5%
Clc1ccc([C@H](Cn2ccnc2)OCc2c(Cl)cccc2Cl)c(Cl)c1
 : 2%[21.6 µM] | nt | 19%[21 µM]
O=[N+]([O-])c1cccc(S(=O)(=O)Nc2ccc(-c3ccc(N4CCCC4)nn3)cc2)c1
 : -9% | -1% | -8%[0.505 µM]
CCCc1cc(C(=O)N2CCCC(C(=O)c3ccc(Cl)cc3)C2)n(C)n1 (stereo not drawn)
 : 6% | -6% | 6%
C=C(C)CNC(=S)N1CCN(C(c2ccccc2)c2ccccc2)CC1
 : -8% | 12% | 5%
Cc1nn(-c2ccc(F)cc2)c(Cl)c1/C=N/NC(=O)c1cccs1
 : 5% | -2% | 79µM*
CCOc1ccc(NC(=O)CN(C)C(=O)c2ccccc2SCC(=O)N2CCCC2)cc1OCC
 : -14% | 0% | 2%
OCc1ccnc2c(O)cccc12
 : 8% | -18% | 3%
CSc1cccc(NS(=O)(=O)c2cc(Br)cnc2N)c1
 : -4% | -2% | 1%
CCOC(=O)c1ccc(Nc2nnc3nc(C)cc(C)n23)cc1
 : 3% | -2% | 0%
COCCN(CCOC)c1nc(-c2ccccc2)nc2ccccc12
 : -13% | 6% | nt
